Source: PubChem BioAssay (several laboratories)
SKKanGAS inh: blocks kanamycin growth of S. pyogenes SKKanGAS strain; BacTiter-Glo, 6 h; inhibition, % at 7.5 µM; hit rate 1.3% among 300,000; AID 1662;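 active = mean replicate score, as percent of positive control median, at least 50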;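 note: strain carries kanamycin resistance gene driven by streptokinase promoter and grows in 40 µg/ml kanamycin; loss of luminescence reflects streptokinase promoter inhibition or plain growth inhibition; 0% = median of DMSO wells and 100% = positive control at its reference dose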
ANO1 activ: mouse TMEM16A channel activation, primary screen; HEK293 TMEM16A/YFP-H148Q/I152L, iodide quench fluorescence; stronger effect = lower value; B-score at 10 µM; Q8BHY3; hit rate 0.3% among 340,000;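 active = fluorescence-ratio B-score plate-corrected deviation score at least 3 library SD below zero, with starting fluorescence score within 5 deviations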;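 note: channel opened by trigger with iodide after compound preincubation; score built on the fluorescence ratio of max minus min over baseline; more negative score means more quench and so TMEM16A activation or potentiation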
Target sequence (Q8BHY3 whole entry, looked up): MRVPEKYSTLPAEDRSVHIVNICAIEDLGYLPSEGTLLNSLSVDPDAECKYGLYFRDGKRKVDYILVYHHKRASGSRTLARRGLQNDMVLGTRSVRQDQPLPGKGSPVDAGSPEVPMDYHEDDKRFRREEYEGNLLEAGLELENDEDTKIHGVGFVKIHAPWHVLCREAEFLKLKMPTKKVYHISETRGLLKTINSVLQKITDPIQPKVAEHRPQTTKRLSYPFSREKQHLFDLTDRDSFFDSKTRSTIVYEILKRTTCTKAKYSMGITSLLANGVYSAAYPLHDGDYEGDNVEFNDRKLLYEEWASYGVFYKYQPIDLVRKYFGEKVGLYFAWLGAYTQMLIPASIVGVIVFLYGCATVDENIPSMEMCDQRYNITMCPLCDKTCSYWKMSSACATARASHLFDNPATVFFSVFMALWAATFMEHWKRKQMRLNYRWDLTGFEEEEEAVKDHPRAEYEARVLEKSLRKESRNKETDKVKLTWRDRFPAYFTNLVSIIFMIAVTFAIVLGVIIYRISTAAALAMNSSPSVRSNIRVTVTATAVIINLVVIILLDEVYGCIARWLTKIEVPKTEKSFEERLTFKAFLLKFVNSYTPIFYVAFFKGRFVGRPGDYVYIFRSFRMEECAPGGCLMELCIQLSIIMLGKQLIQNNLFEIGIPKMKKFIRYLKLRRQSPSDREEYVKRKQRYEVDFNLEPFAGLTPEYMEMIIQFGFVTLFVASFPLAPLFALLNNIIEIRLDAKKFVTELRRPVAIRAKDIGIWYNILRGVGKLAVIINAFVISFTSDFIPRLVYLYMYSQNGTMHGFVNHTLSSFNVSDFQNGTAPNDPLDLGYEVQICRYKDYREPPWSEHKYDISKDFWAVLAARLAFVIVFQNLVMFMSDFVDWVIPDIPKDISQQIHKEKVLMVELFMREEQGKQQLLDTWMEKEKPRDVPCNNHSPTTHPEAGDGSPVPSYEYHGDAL
TRPC6 inhibitor: blocks the mouse TRPC6 cation channel; B-score at 10 µM; hit rate 1.1% among 310,000; Q61143; HEK293-TRPC6, membrane potential dye, ACh-evoked depolarization; stronger effect = lower value;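 active = B-score under library mean minus 3 SD, initial fluorescence not abnormally high, positive integrated signal ratio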;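 note: B-score derived from integrated fluorescence ratio over the kinetic read; more negative B-score means stronger inhibition of depolarization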
ANO1 block: inhibitors of mouse TMEM16A calcium-activated chloride channel; Q8BHY3; HEK293 TMEM16A/YFP iodide influx fluorescence, ionomycin; normalized B-score (activity score, 25-100; higher = stronger inhibition) at 10 µM; hit rate 1.2% among 310,000; AID 588511;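 active = ratio plate-corrected score three or more library SD toward inhibition, starting fluorescence score within five deviations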;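 note: score derived from kinetic fluorescence span divided by baseline fluorescence per well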
TRPC6 activator: mouse TRPC6 channel activation; HEK293-TRPC6 membrane potential dye fluorescence; stronger effect = higher value; Q61143; hit rate 0.13% among 310,000; B-score at 10 µM;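 active = B-score of the integrated fluorescence ratio above library mean plus 3 SD, and starting fluorescence ratio within library mean plus 5 SD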;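 note: higher score means more depolarization so channel activation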
TRPC4 act: TRPC4 (mouse) channel activation; Q9QUQ5; HEK293 TRPC4beta/mu-opioid, Fluo4 calcium fluorescence; stronger effect = higher value; B-score at 10 µM; hit rate 0.49% among 310,000; AID 2237;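 active = B-score above 5 SD of library B-scores, and initial fluorescence ratio not above library mean plus 5 SD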;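 note: positive B-score marks a calcium rise read as TRPC4 activation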
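Material: HEK293 stable line with TRPC4beta plus mu-opioid receptor; technique: Fluo4 calcium-sensitive dye fluorescence, kinetic, 1 Hz baseline; timing: Fluo4 dye loading 45 min at room temperature, 110 s recording; controls: assay buffer as low control, maximal DAMGO as high control; read-out: integrated baseline-normalised fluorescence ratio, converted to per-well B score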
TRPC4 block: inhibitors of mouse TRPC4 channel. Q9QUQ5. HEK293 TRPC4beta/mu-opioid, DAMGO-evoked Fluo4 calcium flux; stronger effect = lower value. B-score at 10 µM. hit rate 0.39% among 300,000;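 active = B-score over 3 SD under the library average, no early fluorescence shift, positive overall ratio signal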
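Assay system – HEK293 line stably carrying TRPC4beta and mu-opioid receptor · Doses – single dose · Detection – Fluo4 calcium-dye fluorescence, kinetic read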
MrgX1 agonist: agonists of human MrgX1 receptor; AID 588627; B-score at 10 µM; hit rate 0.44% among 310,000; Q96LB2; MrgX1-HEK293 cells, Fluo-4 calcium fluorescence, agonist mode; stronger effect = higher value;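 active = calcium response B-score plate-corrected fluorescence ratio at least 3 library SD, with starting fluorescence B-score inside 5 SD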
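System: HEK293 cells stably expressing human MrgX1 receptor; Dosing: test compound in the initial addition of three; Schedule: overnight plating, then 30 min 37 °C plus 30 min room-temperature dye loading; Detection: kinetic calcium dye fluorescence, Fluo-4 NW; Controls: per-plate positive and negative controls for Z′ factor.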
TRPC4 potent: allosteric potentiators of mouse TRPC4 channel. Q9QUQ5. B-score at 10 µM. HEK293 TRPC4beta/mu-opioid, DAMGO EC20, Fluo-4 Ca2+ flux; stronger effect = higher value. AID 2227. hit rate 0.42% among 310,000;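 active = B-score of calcium response area above 5 SD of library B-scores, with initial fluorescence ratio within 5 SD of library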;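 note: B-score of integrated fluorescence ratio over time as area under calcium response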
MrgX1 antagonist: antagonists of human MrgX1 receptor; Q96LB2; MRGX1-HEK293 calcium flux, Fluo-4, BAM8-22 antagonism; stronger effect = lower value; B-score at 10 µM; hit rate 1.3% among 310,000; AID 588676;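 active = calcium-response B-score plate-corrected more than 3 library SD below zero, starting fluorescence within 5 deviations, no agonist response on first addition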;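 note: peak minus trough fluorescence over baseline after final BAM8-22 challenge near maximal dose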
MrgX1 allo act: allosterically activates human MrgX1 receptor signaling. AID 588675. MrgX1-HEK293, Fluo-4 calcium flux, FDSS; stronger effect = higher value. hit rate 0.63% among 310,000. B-score at 10 µM;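 active = plate-corrected calcium response at least 3 library SD above typical, normal starting fluorescence, not activating the receptor alone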;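 note: compound read alongside a low EC10 to EC30 dose of BAM8-22 agonist; peak minus trough fluorescence over baseline measured at the second addition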
Numbers without * were called inactive; i = inactive; · = no result given.

SMILES	SKKanGAS inh	ANO1 activ	TRPC6 inhibitor	ANO1 block	TRPC6 activator	TRPC4 act	TRPC4 block	MrgX1 agonist	TRPC4 potent	MrgX1 antagonist	MrgX1 allo act
CCc1nnc(NC(=O)CSc2nnc(-c3ccc(OC)cc3)n2C)s1	-5	i	i	i	i	i	i	i	i	i	i
CC1CCCCN1S(=O)(=O)c1ccc(N(C(=O)c2cnccn2)C(C(=O)NC2CCCCC2)c2cccs2)cc1 (configuration not stated)	30	i	i	i	i	i	i	i	i	i	i
O=C(NCc1ccccc1)N(Cc1nc2ccccc2c(=O)[nH]1)C1CCCC1	·	i	·	i	·	·	·	i	·	i	i
CCCN(Cc1cc2cc(C)ccc2[nH]c1=O)S(C)(=O)=O	-11	i	i	i	i	i	i	i	i	i	i
c1ccc(CCSc2nccn2-c2ccccc2)cc1	-5	i	i	i	i	i	i	i	i	i	i
Cc1cc2ccccc2n1CCNC(=O)C(C)(C)C	0	i	i	i	i	i	i	i	i	i	i
Cc1ccc(C(=O)N2CCC3(CC2)Oc2ccc(Cl)cc2C(=O)C32CC(c3cccnc3)=NO2)s1 (configuration not stated)	19	i	i	i	i	i	i	i	i	i	i
CCCCCCCN=CC1=C(O)CC(c2ccccc2)CC1=O (configuration not stated)	-2	i	i	i	i	i	i	i	i	i	i
CCCn1nc(NC(=O)CC(C)C)c2cc3ccccc3nc21	3	i	i	i	i	i	i	i	i	i	i
CC(C)(C)OC(=O)N1C[C@H](O)C[C@H]1C(=O)OCC(=O)c1ccc([N+](=O)[O-])cc1	-2	i	i	i	i	i	i	i	i	i	i
O=C(C1=C[C@@H](c2ccc(Br)cc2)C[C@@H](OCCCCO)O1)N1CCN(Cc2ccccc2)CC1	1	i	i	i	i	i	i	i	i	i	i
O=C(O)c1ccc(N/N=C/c2cc3cc4c(cc3nc2Cl)OCCO4)cc1	-25	i	i	i	i	i	i	i	i	i	i
CCC(=O)c1ccc(OCCn2cncn2)cc1	-3	i	i	i	i	i	i	i	i	i	i
Cc1cc2c(C)nc(Cc3ccccc3)nc2o1	-2	i	i	i	i	i	i	i	i	i	i
COC(=O)c1c(NC(=O)C(=O)NCCCN2CCOCC2)sc2c1CC(C)(C)OC2	-1	i	i	i	i	i	i	i	i	i	i
O=C(Nc1ccccc1)OCCNC(=O)c1cccc(Br)c1	-10	i	i	i	i	i	i	i	i	i	i
C=CCn1c(=NC(=O)c2ccco2)sc2cc(C(=O)OCC)ccc21	5	i	i	i	i	i	i	i	i	i	i
CC(=O)n1cc(/C=N/NC(=O)c2ccc([N+](=O)[O-])cc2)c2ccccc21	6	i	i	i	i	i	i	i	i	i	i
N#CCC(=O)NN=C1CCCCCCCCCCC1	-1	i	i	i	i	i	i	i	i	i	i
CC1CCN(C(=O)Cn2cc(SCC(=O)NCC3CCCO3)c3ccccc32)CC1 (configuration not stated)	-4	i	i	i	i	i	i	i	i	i	i
COC(=O)Sc1nc(N2CCOCC2)c2c(c1C#N)CC(C)(C)OC2	5	i	i	i	i	i	i	i	i	i	i
O=C(Nc1ccc(Cl)cc1F)c1ccc(COc2c(F)c(F)c(F)c(F)c2F)o1	6	i	i	i	i	i	i	i	i	i	i
CC1CCN(c2nnc(N)s2)CC1	-1	i	i	·	i	i	i	·	i	·	·
COc1ccccc1CC(=O)N1CCCC1	4	i	i	i	i	i	i	i	i	i	i
c1ccc(-c2noc(CSc3nnnn3-c3ccccc3)n2)cc1	5	i	i	i	i	i	i	i	i	i	i

Brought forward from above: two compounds, then new ones.
SMILES	SKKanGAS inh	ANO1 activ	TRPC6 inhibitor	ANO1 block	TRPC6 activator	TRPC4 act	TRPC4 block	MrgX1 agonist	TRPC4 potent	MrgX1 antagonist	MrgX1 allo act
COc1ccccc1CC(=O)N1CCCC1	4	i	i	i	i	i	i	i	i	i	i
c1ccc(-c2noc(CSc3nnnn3-c3ccccc3)n2)cc1	5	i	i	i	i	i	i	i	i	i	i
COc1ccc(C(CCN2CCCC2)c2c(O)cc(OC)cc2OC)cc1 (configuration not stated)	-5	i	i	i	i	i	i	i	i	i	i
CCOC(=O)c1cc(NC(=O)c2ccccc2)c(=O)oc1-c1ccccc1	2	i	i	i	i	i	i	i	i	i	i
CN(C)c1ccc(S(=O)(=O)N2CCCCC2)cc1NC(=O)CN1C(=O)NC(C)(c2ccccc2)C1=O (configuration not stated)	2	i	i	i	i	i	i	i	i	i	i
O=C(/C=C/c1cn(-c2ccccc2)nc1-c1cccnc1)N1CCCC1	-10	i	i	·	i	i	i	·	i	·	·
O=C(NCCc1csc(-c2ccc(Cl)cc2)n1)c1ccco1	-7	i	i	i	i	i	i	i	i	i	i
N#CN(Cc1ccccc1)Cc1ccccc1	0	i	i	i	i	i	i	i	i	i	i
Cn1c(SCC(=O)NCc2ccccc2)nnc1C1CC1	3	i	i	i	i	i	i	i	i	i	i
CCC(C)Sc1nc(O)c(Cc2ccccc2)c(=O)[nH]1 (configuration not stated)	-17	i	i	i	i	i	i	i	i	i	i
O=C(NCCc1ccc(Cl)cc1)c1cc(-c2ccncc2)nc2ccccc12	14	i	i	i	i	i	i	i	i	i	i
Cc1c(NC(=O)Nc2ccc3c(c2)OCO3)cccc1[N+](=O)[O-]	-4	i	i	i	i	i	i	i	i	i	i
Cc1cc2nc(CSc3ccc(Cl)cc3)cc(=O)n2[nH]1	38	i	i	i	i	i	i	i	i	i	i
O=C1CN(/N=C/c2ccc([N+](=O)[O-])o2)C(=O)N1	84*	·	i	i	i	i	i	i	i	i	i
CCOC(=O)N1CCc2c(sc3nc[nH]c(=O)c23)C1	2	i	i	i	i	i	i	i	i	i	i
NNC(=O)c1nc[nH]c1C(=O)Nc1ccccc1[N+](=O)[O-]	3	i	i	i	i	i	i	i	i	i	i
O=C(C1CCCO1)N1CCN(c2c3c(nc4cc(-c5ccc(F)cc5)nn24)CCC3)CC1 (configuration not stated)	4	i	i	i	i	i	i	i	i	i	i
O=C(c1cc2c(s1)-c1ccccc1S(=O)(=O)C2)N1CCCC1	-7	i	i	i	i	i	i	i	i	i	i
COC(=O)c1sccc1NC(=O)CC1C(=O)NCCN1C(=O)c1ccccc1 (configuration not stated)	-7	i	i	i	i	i	i	i	i	i	i
O=C(NC1=NCCS1)c1ccc(Br)s1	-4	i	i	i	i	i	i	i	i	i	i
O=C(NCCCN1CCOCC1)c1ccc(N2CCCC2)c([N+](=O)[O-])c1	-10	i	i	i	i	i	i	i	i	i	i
N#Cc1c(-c2ccco2)cc(C2CC2)nc1N	1	i	i	i	i	i	i	i	i	i	i
Nc1cc(-c2ccccc2)ccc1O	-10	i	i	i	i	i	i	i	i	i	i
O=[N+]([O-])c1cc(-c2nnc(N3CCOCC3)c3ccccc23)ccc1N1CCOCC1	13	i	i	i	i	i	i	i	i	i	i
NC(=O)c1ccccc1NC(=O)c1ccc2c(c1)OCO2	5	i	i	i	i	i	i	i	i	i	i
O=C(c1c(F)cccc1Cl)N1CCN(c2ccccn2)CC1	3	i	i	i	i	i	i	i	i	i	i
O=C(C(=O)N1CCc2ccccc2C1)c1cn(CC(=O)N2CCOCC2)c2ccccc12	-3	i	i	i	i	i	i	i	i	i	i
Next section.
SMILES	SKKanGAS inh	ANO1 activ	TRPC6 inhibitor	ANO1 block	TRPC6 activator	TRPC4 act	TRPC4 block	MrgX1 agonist	TRPC4 potent	MrgX1 antagonist	MrgX1 allo act
COc1ccccc1/C=C/C(=O)c1ccc(Cl)cc1	-13	i	i	i	i	i	i	i	i	i	i
CC12CNCC(C)(CN(C3(O)C(=O)Nc4ccc(Br)cc43)C1)C2=O (configuration not stated)	-10	i	i	i	i	i	i	i	i	i	i
O=C(O)COc1ccccc1-c1nc(-c2ccccc2)c(-c2ccccc2)[nH]1	17	i	i	i	i	i	i	i	i	i	i
O=C(c1ccc(Cl)c([N+](=O)[O-])c1)N(c1ccccn1)c1ccccn1	7	i	i	i	i	i	i	i	i	i	i
CN(CCCN1CCCCC1)C(=O)c1cc(COc2ccc(F)cc2F)on1	17	i	i	i	i	i	i	i	i	-7.3*	i
COc1ccc(NC(=O)CC2S/C(=N\c3nccs3)N(C)C2=O)cc1 (configuration not stated)	-10	i	i	i	i	i	i	i	i	i	i
CN(C)CCNC(=O)COc1ccc(Cl)cc1Cl	1	i	i	i	i	i	i	i	i	i	i
COc1cccc(CCN2CCC(CNS(=O)(=O)c3cc(-c4cc(C)no4)ccc3C)CC2)c1	6	i	i	i	i	i	i	i	i	i	i
Cc1ccc(-n2ncc3c(NCCCN4CCOCC4)ncnc32)c(C)c1	-2	i	i	i	i	i	i	i	i	i	i
C=CCN(C(=O)Cn1ncc2c1-c1cc(C)ccc1OC2)c1ccccc1	-15	i	i	i	i	i	i	i	i	i	i
COc1ccc(NC(=O)CSc2nnc3ccc(-c4ccccn4)nn23)cc1	-1	i	i	i	i	i	i	i	i	i	i
CCOC(=O)c1[nH]c2ccc(F)cc2c1NC(=O)CN1CCN(C/C=C/c2ccccc2)CC1	32	i	-12*	i	i	i	i	i	i	i	i
O=C(CSc1nnc(CNC(=O)c2cccs2)o1)Nc1cccc(Cl)c1	-5	i	i	i	i	i	i	i	i	i	i
COc1ccccc1-n1c(CNC(=O)c2ccc(S(=O)(=O)N3CCCCC3)cc2)n[nH]c1=S	0	i	i	i	i	i	i	i	i	i	i
Cc1ccc(C)c(Oc2ncnc(N)c2[N+](=O)[O-])c1	-16	i	i	i	i	i	i	i	i	i	i
CCCOC(=O)c1ccc(NC(=O)c2cccc(S(=O)(=O)N3CCN(C(C)=O)CC3)c2)cc1	8	i	i	i	i	i	i	i	i	i	i
COc1ccc(N(C(=O)/C=C/C(=O)Nc2cc(C)on2)C(C(=O)NC2CCCC2)c2ccccc2C)cc1 (configuration not stated)	10	i	i	i	i	i	i	i	i	i	i
CCN(CC(=O)Nc1ccc2c(c1)OCCO2)C(=O)C1CCCCC1	0	i	i	i	i	i	i	i	i	i	i
Cc1c(CC(=O)NCCC(=O)O)c(=O)oc2cc3occ(-c4ccccc4)c3cc12	3	i	i	i	i	i	i	i	i	i	i
COCCNC(=O)C(=O)NCCN1CCNCC1	-1	i	i	i	i	i	i	i	i	i	i
